Bioassay records deposited in PubChem BioAssay by National Center for Advancing Translational Sciences (NCATS).
GAA glycogen mod = qHTS Assay for Inhibitors and Activators of Human alpha-Glucosidase Cleavage of Glycogen; 300,000 compounds, 0.38% hits; AID 2100, 2009; recombinant GAA, glycogen substrate, Amplex Red glucose oxidase fluorescence; Lysosomal alpha-glucosidase (Homo sapiens), P10253; Potency, µM (titrated, usually from 76.4 µM), for inactives: at the top dose activity change, negative = inhibition, hits mostly inhibitors;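 note: 0% = full enzyme reaction and -100% = no-enzyme basal signal; the screen sought inhibitors and activators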
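Recombinant human alpha-glucosidase (4 nM final) hydrolysed bovine liver glycogen (30 ug) for 40 min at 37 C in pH 5.0 citrate/phosphate with 0.01% Tween-20. Released glucose detected by glucose oxidase/Amplex Red, Ex 573/Em 610 nm. Compounds up to 77 uM; AC50 from Hill fits.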
aGlu spleen mod = qHTS Assay for Inhibitors and Activators of Human alpha-Glucosidase From Spleen Homogenate; 240,000 compounds, 0.006% hits; Lysosomal alpha-glucosidase (Homo sapiens), P10253; AID 2112, 2009; Potency, µM (highest dose often 79.9 µM), inactives show at the top dose activity change, negative = inhibition, hits mostly inhibitors; human spleen homogenate, 4-MU-alpha-glucoside fluorescence;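 note: 0% = enzyme with vehicle and -100% = no enzyme basal signal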
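Compounds were titrated against alpha-glucosidase in spleen homogenate at pH 5.0, with 1 mM 4-methylumbelliferyl substrate for 40 min at 37 C. Reactions were quenched with pH 10 NaOH/glycine and fluorescence measured.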
NPSR antagonist = qHTS Assay for Antagonists of the Neuropeptide S Receptor: cAMP Signal Transduction. CHO-NPSR cells, cAMP TR-FRET, antagonist mode. 220,000 compounds, 1% hits. Potency, µM (top dose mostly 38.3 µM), inactives show at the highest dose activity change, negative = inhibition, actives largely listed as inhibitors; note: % is set by controls: 0 for no effect and ±100 for the full control effect; nearly all actives have a fitted effect of over 50% in size; many of its hits are not listed in these tables
Target sequence (Q6W5P4 whole entry, looked up): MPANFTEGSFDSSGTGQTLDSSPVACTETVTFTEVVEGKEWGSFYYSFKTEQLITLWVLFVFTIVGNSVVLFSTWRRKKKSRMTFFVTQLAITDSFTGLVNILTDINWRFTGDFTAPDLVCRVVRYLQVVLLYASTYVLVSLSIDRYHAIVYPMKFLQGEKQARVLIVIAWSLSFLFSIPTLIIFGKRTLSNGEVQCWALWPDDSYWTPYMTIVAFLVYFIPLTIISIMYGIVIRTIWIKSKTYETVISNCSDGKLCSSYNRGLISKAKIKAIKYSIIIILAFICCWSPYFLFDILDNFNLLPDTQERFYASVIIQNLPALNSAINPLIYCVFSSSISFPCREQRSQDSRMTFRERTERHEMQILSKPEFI
Epigenetic derep = Quantitative High-Throughput Screen for Regulators of Epigenetic Control | 280,000 compounds, 0.2% hits | Potency, µM (top dose mostly 53.9 µM), without a hit: at the top dose GFP activation, most hits filed as activators | AID 1865, 2009 | murine LDR cells, GFP reporter derepression, 30 h; note: % of control where 0% means no effect; nearly all actives have a fitted effect of over 60% in size
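GFP-positive cell count by laser-scanning cytometry (objects 20–120 um) after 30 h, 37 C compound exposure of murine LDR cells; reporter is CMV-GFP integrated at a silenced locus, inducible by HDAC or DNMT inhibitors.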
ALDH1A1 block = qHTS Assay for Inhibitors of Aldehyde Dehydrogenase 1 (ALDH1A1); 220,000 compounds, 7.3% hits; Potency, µM (titrated, usually from 75.3 µM), for the others: at the top dose activity, negative = inhibition, actives largely listed as inhibitors; Aldehyde dehydrogenase 1A1 (Homo sapiens), P00352; Purified ALDH1A1, NADH fluorescence, propionaldehyde substrate; AID 1030, 2008; active = well fitted inhibition curve with a large enough effect, not every such curve was filed as active; inconclusive = small, poorly fitted or top-dose-only effect, or another doubt; inactive = no such curve, though single readings can be large or run the other way;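 note: plate controls were no enzyme wells and a reference inhibitor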
Target sequence (P00352 whole entry, looked up): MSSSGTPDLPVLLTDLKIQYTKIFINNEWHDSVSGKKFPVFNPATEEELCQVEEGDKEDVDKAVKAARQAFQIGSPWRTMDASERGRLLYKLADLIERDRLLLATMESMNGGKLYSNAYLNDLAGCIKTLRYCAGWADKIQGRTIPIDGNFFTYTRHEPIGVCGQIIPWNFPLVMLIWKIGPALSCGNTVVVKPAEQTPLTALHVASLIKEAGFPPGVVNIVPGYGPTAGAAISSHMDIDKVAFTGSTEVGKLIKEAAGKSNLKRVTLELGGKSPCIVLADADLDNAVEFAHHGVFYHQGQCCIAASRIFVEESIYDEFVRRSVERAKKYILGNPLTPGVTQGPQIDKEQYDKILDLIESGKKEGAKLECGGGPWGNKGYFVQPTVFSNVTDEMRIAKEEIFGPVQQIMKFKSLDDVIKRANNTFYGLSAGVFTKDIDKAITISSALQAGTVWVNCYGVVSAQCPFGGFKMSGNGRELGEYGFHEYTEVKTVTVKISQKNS
Tau fluor counter = Counterscreen qHTS for Inhibitors of Tau Fibril Formation, Fluorescence Polarization; tau K18 P301L Alexa594 fluorescence, heparin fibrillization; Potency, µM (top dose mostly 57.7 µM), without a hit: at the top dose activity change, negative = decrease; 280,000 compounds, 0.93% hits; AID 1463, 2008; note: % is set by controls: 0 for no effect and ±100 for the full control effect; nearly all actives have a fitted effect of over 55% in size
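Human tau K18 P301L (15 uM unlabeled, 0.24 uM Alexa 594-labeled) in 100 mM sodium acetate pH 7 with 20 uM heparin, 6 hr at 37 C. ThT 30 uM added, 1 hr ambient; Alexa 594 FP and total fluorescence read at 555/632 nm.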
GAA inhib = qHTS Assay for Inhibitors of Human alpha-Glucosidase as a Potential Chaperone Treatment of Pompe Disease; Lysosomal alpha-glucosidase (Homo sapiens), P10253; purified human GAA, 4-MU-alpha-glucoside fluorescence; Potency, µM (doses to about 76.9 µM), for inactives: at the top dose activity change, negative = inhibition, hits mostly inhibitors; 200,000 compounds, 0.005% hits; AID 1466, 2008;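 note: plate controls were uninhibited enzyme wells for no effect and no-enzyme background for full effect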
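Activity normalized between no-enzyme (basal) and enzyme-only wells. Conditions: 4 nM human enzyme, 400 uM fluorogenic substrate, citrate/phosphate pH 5.0 with Tween-20, 20 min room temperature, compounds up to 77 uM.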
GLA spleen mod = qHTS Assay for Inhibitors and Activators of Human alpha-Galactosidase From Spleen Homogenate | Alpha-galactosidase A (Homo sapiens), P06280 | human spleen homogenate, 4MU-alpha-Gal fluorescence, 40 min | Potency, µM (titrated, usually from 80 µM), for inactives: at the top dose activity change, negative = inhibition, most hits filed as inhibitors | 240,000 compounds, 0.008% hits | AID 2107, 2009;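 note: 0% = enzyme with vehicle and -100% = no enzyme basal signal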
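Human spleen homogenate (1 ug) as enzyme source, 4-methylumbelliferyl-alpha-D-galactopyranoside 1 mM final, citrate/phosphate pH 5.0 with 0.01% Tween-20. Compounds 40 min at 37C, NaOH/glycine stop; fluorescence Ex 365/Em 440, Hill-fit AC50.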
An asterisk follows results filed as active; ? = inconclusive; . = not tested or not shown; & = joins results of further samples; [ ] = remark or other dose. Unless noted, calls come from the whole dose curve; as a rule, active = well fitted curve in the direction sought with a large enough effect; inconclusive = small, poorly fitted or top-dose-only effect, or another doubt; inactive = no such curve, though single readings can be large; an effect the other way counts as inactive or inconclusive. Potency is the fitted concentration of half-maximal effect.

SMILES	GAA glycogen mod	aGlu spleen mod	NPSR antagonist	Epigenetic derep	ALDH1A1 block	Tau fluor counter	GAA inhib	GLA spleen mod
CN(C(=O)COC(=O)c1ccc2c(c1)OCO2)C1CCS(=O)(=O)C1 (stereo unspecified)	-8%	3%	15%[46.1 µM]	-4.2%	4%	-3%	-17%	-1%
COc1ccc(-c2ccnc(-c3ccncc3)n2)cc1	3%	-6%	-13%	-0.9%	.	-22%	.	-11%
Cc1ccc(/C(O)=C2/C(=O)C(=O)N(CCCn3ccnc3)C2c2ccccn2)cc1 (stereo unspecified)	3%	-4%	-3%[46.1 µM]	0.8%	6%	11%	?	1%
COc1ccc(N(C(=O)Cn2nnc(-c3ccc(Cl)cc3)n2)C(C(=O)NCC2CCCO2)c2ccc(C)cc2)cc1 (stereo unspecified)	6%	2%	13%[46.1 µM]	5.5%	8%	-14%	0%	1%
CC1S/C(=C(\C#N)C(=O)NCc2ccco2)N(Cc2ccco2)C1=O (stereo unspecified)	-4%	1%	-12%[46.1 µM]	0.1%	?	-4%	-6%	0%
Cc1ccc(C(=O)OCC(=O)Nc2ccccc2Sc2ccccc2)cc1C	-1%	0%	3%	0.0%	2%	-13%	8%	1%
CN(Cc1ccccc1)S(=O)(=O)c1cccc(C(=O)O)c1	6%	-12%	5%	0.0%	-4%	-6%	4%	4%
Cc1ccc(NC(=O)c2csc3c2CCCC3)cc1	-9%	11%	-57%	6.1%	20µM*	-26%	-1%	11%
O=C(N/N=C\C=C\c1ccc2c(c1)OCO2)c1ccc(F)cc1	4%	-3%	-14%	-3.5%	-4%	-16%	2%	4%
CC(Cc1cccs1)NC(=O)NC1CCCCC1 (stereo unspecified)	-14%	5%	0%[46.1 µM]	0.8%	-2%	4%	6%	3%
O=C(Nc1cc(C(F)(F)F)ccc1N1CCCCC1)c1cccc([N+](=O)[O-])c1	-8%	12%	-18%[46.1 µM]	-1.0%	2%	-23%	-9%	3%
O=C(Nc1nccs1)c1cc(S(=O)(=O)N2CCOCC2)ccc1Cl	-1%	1%	5%[46.1 µM]	1.9%	-1%	0%	4%	-2%
CN(C)CCCNC1=CC(=O)CC(c2ccccc2)C1 (stereo unspecified)	6%	1%	23%	1.3%	9%	-4%	-2%	5%
CCOc1ccc(-n2c(SCC(=O)c3c(N)n(C)c(=O)n(C)c3=O)nnc2-c2cccnc2)cc1	-7%	-2%	9%	4.3%	12%	-1%	3%	3%
CCCCCCCCCCCCC/C=C/[C@@H](O)[C@H](CO)NC(=O)CCCCCCC	.	1%&1%	.	0.0%&-1.1%	-8%&-4%	7%&-3%	.	8%&-24%
Cn1cc(C(=O)N/N=C/c2cccc(O)c2)ccc1=O	2%	0%	2%	1.3%	6%	6%	-1%	1%
CC(=O)Nc1ccc(CN2CCCC(CCC(=O)NCc3ccccc3F)C2)cc1 (stereo unspecified)	-2%	-4%	4%	-1.5%	3%	2%	3%	-4%
COc1cccc(N/C(SC)=C(/C#N)C(N)=O)c1	-2%	-16%	4%[46.1 µM]	0.9%	7%	-14%	4%	-16%
Cc1cc(C)c(C#N)c(SCc2c(F)cccc2[N+](=O)[O-])n1	-3%	0%	-10%[46.1 µM]	1.0%	?	?	-3%	2%
CCOC(=O)CN1C(=O)S/C(=C/c2ccc3c(c2)n(C)c(=O)n3C)C1=O	7%	-3%	2%	0.0%	?	-10%	6%	1%
COC(=O)c1ccccc1NC(=O)Cc1nc(-c2ccccc2)sc1-c1ccc(C)cc1	-8%	-21%	-33%	?	10µM*	-13%	2%	6%
COc1ccc(-c2csc(NC(=O)CSc3nc(SC)ns3)n2)cc1	2%	-5%	-22%	0.9%	-9%	?	-3%	-5%
Cc1ccc(CN(Cc2cc3cccc(C)c3[nH]c2=O)C(=O)N(C)C)cc1	-9%	0%	-2%[46.1 µM]	0.0%	?	6%	-6%	-6%
COC(=O)[C@@H]1CC[C@H](C)[C@@H](c2ccc(C)cc2)N1C(=O)c1ccc(/C=N\OC[C@@H](O)[C@H]2O[C@H]3OC(C)(C)O[C@H]3[C@@H]2O)cc1	.	-3%[17.4 µM]	.	0.0%[10.1 µM]	6%[13.5 µM]	-9%[11.6 µM]	.	4%[17.5 µM]
CCOc1cc(C2NC(=O)N(C)C(C)=C2C(=O)OC)cc(Br)c1O (stereo unspecified)	?	-1%	-5%[46.1 µM]	-0.9%	-16%	-11%	-4%	7%

Of the compounds above, these have a Cl atom.
SMILES	GAA glycogen mod	aGlu spleen mod	NPSR antagonist	Epigenetic derep	ALDH1A1 block	Tau fluor counter	GAA inhib	GLA spleen mod
COc1ccc(N(C(=O)Cn2nnc(-c3ccc(Cl)cc3)n2)C(C(=O)NCC2CCCO2)c2ccc(C)cc2)cc1 (stereo unspecified)	6%	2%	13%[46.1 µM]	5.5%	8%	-14%	0%	1%
O=C(Nc1nccs1)c1cc(S(=O)(=O)N2CCOCC2)ccc1Cl	-1%	1%	5%[46.1 µM]	1.9%	-1%	0%	4%	-2%

Next results.
SMILES	GAA glycogen mod	aGlu spleen mod	NPSR antagonist	Epigenetic derep	ALDH1A1 block	Tau fluor counter	GAA inhib	GLA spleen mod
CCN1CCN(CC(O)COCC2COc3ccccc3O2)CC1 (stereo unspecified)	16%	3%	15%	9.1%	28µM*	-5%	-6%	11%
COc1ccc(NC(=O)c2ccccc2NS(=O)(=O)c2ccc(C)cc2)c([N+](=O)[O-])c1	-3%	3%	-6%	0.0%	-9%	?	3%	-1%
Cc1nn(C)c(-c2n[nH]c(=S)n2-c2ccccc2)c1Cl	9%	9%	-6%	-0.9%	?	2%	1%	3%
CC(=O)OCC(=O)[C@@]1(O)CCC2C3CCC4=CC(=O)CC[C@@]4(C)[C@]3(F)C(O)C[C@]21C (stereo partly specified)	.	-13%	.	-1.3%	1%	0%	.	0%
COc1cc(-c2oc3cc(O)ccc3c(=O)c2O)ccc1O	.	10%	.	6.2%	?	?	.	-17%
CC(=O)SC(C)CC(=O)Nc1ccccc1 (stereo unspecified)	-3%	-3%	-6%[46.1 µM]	-3.0%	6%	5%	-4%	-2%
CCOC(=O)N1CCN(S(=O)(=O)c2cc(OCC(=O)NC3CCCCC3)c(C)cc2Cl)CC1	1%	-4%	-19%[46.1 µM]	-7.0%	?	-8%	-10%	4%
O=C(NCCO)c1cccc(Cl)c1	6%	3%	-5%[46.1 µM]	0.0%	-1%	-5%	-4%	3%
Cc1ccccc1S(=O)(=O)NNC(=O)C(=O)NNc1ccccn1	3.5µM*	4%	1%[46.1 µM]	0.0%	11%	-3%	-2%	-2%
COc1ccc2c(c1)O[C@@H](c1cccc(C(F)(F)F)c1)[C@H](OC(=O)N[C@H](C)C1CCCCC1)C2=O	.	-4%	.	1.1%	12%	-6%	.	-1%
COc1cc(C)nc(N2CCCC(C(=O)NCC(C)C)C2)n1 (stereo unspecified)	5%	6%	-2%[46.1 µM]	-0.8%	-6%	0%	-15%	-23%
Cc1ccc2cc(/C=N/NC(=O)c3ccccc3[N+](=O)[O-])c(Cl)nc2c1	-24%	1%	-10%	-0.2%	4%	?	4%	-5%
Cc1ccsc1C(=O)NNC(=O)C1CC=CCC1C(=O)O (stereo unspecified)	10%	-6%	6%	-0.9%	1%	1%	4%	-8%
CC(C)c1nnc(SCC(=O)N2CCN(C(=O)c3ccco3)CC2)n1N	0%	-6%	3%	0.4%	?	1%	0%	6%
CC(C)N(Cc1nc(-c2ccccc2)no1)C(=O)CSc1ccccc1	-8%	-3%	-13%[46.1 µM]	-0.1%	?	-4%	-9%	1%
CCOc1cccc(N2C(=O)CC(NNC(=O)c3ccc(Br)o3)C2=O)c1 (stereo unspecified)	?	0%	-20%	1.1%	11µM*	-2%	-8%	3%
CCOC(=O)N1CCN(c2c(N3CCN(c4ccccc4OC)CC3)c(=O)c2=O)CC1	-4%	-6%	0%[46.1 µM]	0.0%	-2%	-3%	-10%	5%
CC(C)(C)C(=O)Nc1sc2c(c1-c1nc3ccccc3[nH]1)CCCC2	-6%	0%	-20%[46.1 µM]	0.0%	?	?	?	8%
CC(=O)c1c(CC(=O)O)[nH]n(-c2nc3ccccc3s2)c1=O	-15%	5%	-17%[46.1 µM]	-0.4%	-73%	-8%	-2%	8%
COc1ccccc1C(=O)NC(=O)CSc1cccc[n+]1[O-]	-12%	4%	3%	2.2%	-4%	-8%	2%	1%
COc1ccc(S(=O)(=O)n2nc(OC(=O)c3ccncc3)cc2N)cc1	-1%	2%	-19%	-3.3%	-10%	12%	.	12%
COC(=O)C1=C(C(=O)OC)[C@@H]2N(C)c3ccccc3[C@@]23C[C@@H](CO)N(C(=O)NCCBr)C3=N1	-7%	3%	9%	-0.7%	.	-15%	.	7%
Nc1nnc(CC(=O)N/N=C\c2cc([N+](=O)[O-])ccc2O)s1	-2%	-3%	-3%[46.1 µM]	1.1%	-8%	-13%	-2%	-1%
O=C(Nc1ccc(F)cc1)C(Sc1nc2ccccc2[nH]1)c1ccccc1 (stereo unspecified)	2%	-3%	-41%	-1.9%	6%	?	1%	2%
Cc1nc(NCCO)c2nc(-c3ccccc3)n(CCN(C)C)c2n1	.	-11%	.	-0.5%	?	4%	.	6%
COc1ccc(C(C(=O)NC2CCCC2)N(C(=O)c2snc(-c3ccc(F)cc3)c2N)c2ccc(F)cc2)cc1 (stereo unspecified)	-1%	9%	-1%[46.1 µM]	0.0%	0%	-2%	4%	-3%
Cc1ccc(NC(=O)CC2C(=O)OCC3CCCCN32)cc1Cl (stereo unspecified)	6%	-2%	14%	-0.3%	?	6%	0%	-4%
COCc1cc(C)nc(SCC(=O)Nc2cccc(C)c2)c1C#N	0%	1%	?	-0.8%	-6%	9%	3%	2%

These rows are one share of the data (hit frequency here may not be typical).
